Compound activity as filed in PubChem BioAssay.
Myeloid diff MLP – promotes myeloid progenitor differentiation; calls only at 10 µM; 360,000 tested, 1% active; ER-HoxA9 myeloid progenitors, lysozyme-GFP differentiation, flow cytometry;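 active means normalized GFP-positive differentiation at or above the plate's own cutoff, the solvent-only control mean plus 3 SD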;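 further: cells exposed to compound for four days before flow analysis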
West Nile virus CPE – West Nile virus antiviral activity, cell-based, CPE readout (AID 1621). West Nile virus-infected cells, CPE inhibition; higher % means a stronger effect. CPE inhibition, % at 10 µM, or IC50 in µM where a hit was titrated. 290,000 tested, 0.02% active; in the data active means a potency from the dose series; further: strong numbers were not always called active
b-catenin transl – beta-catenin nuclear translocation modulation. 190,000 tested, 0.3% active. nuclear translocation activity, % at 5 µM. HeLa beta-catenin nuclear translocation, immunofluorescence imaging;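 active means nuclear translocation activity above 50% at 5 µM, with a well cell count of 50 or more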;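 further: per-cell ratio of nuclear to cytoplasmic median beta-catenin stain intensity; plate controls were DMSO negative control for no effect and GSK-3 inhibitor IX positive control for full effect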
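Assay system: human HeLa cells, native beta-catenin; doses: 5 µM primary, 0.02–20 µM confirmation; incubation: compound treatment 24 h, 37°C, 5% CO2; technique: fluorescence imaging of beta-catenin antibody stain plus DAPI; measure: % activation, nuclear-to-cytoplasmic median beta-catenin signal ratio per cell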
Autophagy HCS – autophagy modulation, high-content screen. MEF GFP-LC3 puncta imaging; test concentration mostly 10 µM. calls only at 10 µM (by protocol). 190,000 tested, 0.98% active;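 active means percentage of spot-positive cells more than 3 SD above its plate mean, without a fluorescence outlier flag or 80% toxicity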;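 further: spot-positive cell cutoff set from DMSO-treated cells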
Hep lipid drop – hepatic lipid droplet formation modulation; 240,000 tested, 0.4% active; AID 1656; inhibition, % at 6.5 µM; AML12 mouse hepatocytes, oleate lipid droplets, BODIPY imaging;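 active means lipid droplet intensity inhibited by at least 50%, with more than 500 cells counted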
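Assay system: AML12 hepatocytes (mouse); Probe or stimulus: oleic acid at 100 µM to induce lipid droplet formation; Dosing: compound at 6.5 µM only; Schedule: compound with oleate, overnight; Detection: fluorescence imaging, 20x objective, two fields per well; Measure: % inhibition of lipid droplet signal.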
Insulin prom up – MIN6 insulin promoter up-regulation; MIN6 insulin promoter-GFP reporter, high-content imaging; stronger effect = higher value; z-score at 5 µM; 190,000 tested, 0.3% active;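 active means z-score above 3 at 5 µM with at least 500 cells counted in the well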
MT stabilizer – microtubule stabilization, imaging screen | HeLa tubulin immunostaining HCS, 24 h; share of cells brighter than vehicle mean+2SD | % tubulin-high responders, % at 10 µM | 200,000 tested, 0.83% active;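 active means plate Z-score above 3 for both tubulin-high and condensed-nucleus cell shares, with cell loss under 80%, at 10 µM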;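 further: anti alpha tubulin signal scored within the nucleus-defined area of each cell; some results filed as inactive read as strong as hits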
T cell HTS – T cell immune modulators affecting CD8 T cell-vesicle binding. 2C CD8+ T cell-vesicle binding, flow cytometry; stronger effect = lower value. calls only at 7 µM. 330,000 tested, 0.068% active. AID 2052;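 active means response, share of CD8 T cells binding vesicles, and their 90th percentile fluorescence all below set limits, cut at about 80% in these data, passing the limit was not always enough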
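Material: murine 2C transgenic CD8+ T lymphocytes / Also added: QL9-peptide-loaded Drosophila micro-vesicles bearing Ld, ICAM-1 and B7-1 / Schedule: binding step 1.5 h, 37 °C, antibody labelling 20 min, ice / Signal: flow cytometry, PE anti-B7-1 (FL2) versus Alexa647 anti-CD8 (FL8), PFA-fixed / Evaluation: percent CD8+ FL2 mean versus row control / Benchmarks: naked versus QL9-loaded vesicles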
WT yeast gro inh – growth inhibition of WT yeast, mitochondrial fusion screen; mitochondrial fusion phenotypic screen, WT strain; inhibition, % at 10 µM; 190,000 tested, 2.1% active; AID 1362; in the data active means inhibition above about 58%; tested in S. cerevisiae
WT yeast gro inh mutant strain – second read-out of WT yeast gro inh, no call of its own (marks repeat the call); inhibition, %; mitochondrial fusion phenotypic screen, mutant strain inhibition
Insulin prom up cell count – recorded beside Insulin prom up, whose call it bears; cell count; measured here: cytotoxicity, nuclei count;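 total cells summed across four imaged fields per well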
Hep lipid drop cells 6.5 µM – recorded beside Hep lipid drop, whose call it bears; cell count; measured here: cell count, cytotoxicity flag;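 cells counted across two imaged fields per well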
b-catenin transl cell count 5 µM – also measured in b-catenin transl; calls as there; cell count; measured here: cell count, cytotoxicity flag
T cell HTS vesicle-bound % – second read-out of T cell HTS, no call of its own (marks repeat the call); double positive events, %; measured here: CD8+ vesicle-bound cell fraction;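 binding gate set so that unloaded-vesicle control wells show 10% double positive cells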
MT stabilizer Hoechst-high % – further read-out of MT stabilizer, marked with its call; % Hoechst-high responders; measured here: nuclear condensation Hoechst responders;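 share of cells brighter than vehicle mean plus two SD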
MT stabilizer cytotoxicity % – recorded beside MT stabilizer, whose call it bears; toxicity, %; measured here: cytotoxicity by cell density;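 0% = mean cell density of plate MIN control wells and 100% = no cells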
Autophagy HCS cell loss 18 h – further read-out of Autophagy HCS, marked with its call; toxicity, %; measured here: cell loss, nuclei count;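 cell loss after 18 h compound exposure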
Myeloid diff MLP GFP+ MAC1+ % – further read-out of Myeloid diff MLP, marked with its call; GFP+ MAC1+ double positive, %; measured here: differentiation confirmed by MAC1 staining
Numbers without * were called inactive; i = inactive; . = not tested or not shown.

SMILES	Myeloid diff MLP	Myeloid diff MLP GFP+ MAC1+ %	West Nile virus CPE	b-catenin transl	b-catenin transl cell count 5 µM	Autophagy HCS	Autophagy HCS cell loss 18 h	Hep lipid drop	Hep lipid drop cells 6.5 µM	Insulin prom up	Insulin prom up cell count	MT stabilizer	MT stabilizer Hoechst-high %	MT stabilizer cytotoxicity %	T cell HTS	T cell HTS vesicle-bound %	WT yeast gro inh	WT yeast gro inh mutant strain
CCCCCC(=O)Nc1cccc(C2=NOC3(C2)C[C@H](C(N)=O)N(C(=O)[C@H]2CCC(=O)N2)C3)c1 (stereo partly specified)	i	0.3	-0.7%	0.2	1395	.	.	5	666	-0.11	997	.	.	.	i	40	.	.
Cc1cc2oc(C(=O)NCc3ccccc3)cc(=O)c2cc1C	i	0.6	-0.3%	.	.	.	.	1	822	.	.	.	.	.	i	62	.	.
O=C(Cn1c(=O)oc2cc(S(=O)(=O)N3CCCC3)ccc21)NCc1ccc(F)cc1	i	2.2	-0.3%	.	.	i	15	.	.	0.65	918	5.2	2.3	9.0	i	20	0	-3
O=C(Nc1ccc2c(c1)oc1ccccc12)c1cccnc1	i	1.3	-0.1%	-4.4	880	i	-6	.	.	1.2	1287	5.6	4.6	4.1	i	0	18	6
COc1cccc(-c2cc(C(=O)O)[nH]n2)c1	i	0.8	0.4%	-0.9	1322	i	3	.	.	-0.26	1744	3.3	2.1	11	i	15	9	-1
O=C(NNS(=O)(=O)c1ccc(Br)cc1)NC1CCCCC1	i	0.5	-0.7%	.	.	i	15	6	689	0.06	1357	2.3	2.7	7.9	i	37	-15	-6
COc1ccc(C2=NN(C(=O)CN3CCCC3)C(c3ccc(OC)cc3)C2)cc1 (stereo unspecified)	i	0.5	-0.1%	1.2	1242	.	.	10	763	-0.02	1110	.	.	.	i	55	.	.
CCN(CC)C(=O)c1c([N+](=O)[O-])c(C(C)(C)C)nn1C	i	0.4	-0.7%	1.9	505	i	41	-13	668	0.06	1295	3.3	1.7	4.9	i	37	-9	6
Cn1c(=O)c2c(-c3ccccc3)n(-c3ccccc3O)cc2n(C)c1=O	i	7.1	-0.3%	1.5	1357	i	5	.	.	0.21	1512	4.3	1.9	5.5	i	35	2	11
CC(NC(=O)COc1ccc(N(C)S(=O)(=O)c2ccccc2)cc1)c1ccccc1 (stereo unspecified)	i	0.3	-1.6%	-2.7	1027	i	-2	3	701	-0.04	1231	3.9	2.9	6.4	i	35	-9	3
O=C(O)Cn1cc(C(=S)N2CCCCC2)c2ccccc21	i	0.9	-0.1%	-1.7	990	i	18	-11	644	1.1	1612	2.6	2.2	8.4	i	27	-3	4
CO/N=C(\C)c1ncc(C(F)(F)F)cc1N1CCOCC1	i	0.8	0.0%	0.7	1054	i	-5	1	750	.	.	1.1	1.2	6.1	i	32	-29	-30
Fc1ccc(C2CC(c3ccco3)=Nc3ccccc3S2)cc1 (stereo unspecified)	i	0.4	-0.8%	-3.0	1076	i	16	-3	669	-0.34	1253	2.5	1.3	12	i	31	-14	1
C#CCN(C(=O)CC1C(=O)NCCN1C/C=C/c1ccccc1)C1CCCCC1 (stereo unspecified)	i	0.4	-0.5%	-2.8	1116	i	16	-7	742	-0.36	1440	4.1	1.2	9.5	i	34	-18	-14
NC(=O)CC(NC(=O)c1cccc(Br)c1)c1ccc(N2CCC(Br)CC2)c([N+](=O)[O-])c1 (stereo unspecified)	i	1.8	-0.4%	.	.	.	.	5	748	.	.	.	.	.	i	18	.	.
CC(C)C(=O)N1CCN(c2ccccc2NC(=O)c2ccco2)CC1	i	0.8	-0.4%	.	.	.	.	-6	806	.	.	.	.	.	i	22	.	.
COc1cccc(C(=O)Nc2cc(C)c3c(=O)oc4ccccc4c3n2)c1	i	1.5	-0.2%	-2.8	1140	.	.	2	781	-1.2	1050	.	.	.	i	48	8	13
Cc1[nH]c2ccccc2c1C(=O)C(=O)NCCC1=CCCCC1	i	0.5	-0.6%	-0.3	1135	i	26	1	588	0.71	1499	2.0	2.0	2.1	i	6	-2	4
CC1(N(O)/C=C2\C=CC=CC2=O)CCCCC1=O (stereo unspecified)	i	0.4	-0.1%	0.8	1315	.	.	1	726	0.12	1372	.	.	.	i	32	.	.
CC1(C)CC(=O)/C(=C(\O)c2ccccc2)C(=NCCc2ccccc2)C1	i	0.3	-1.3%	0.5	1028	i	9	1	630	0.37	1380	3.7	1.3	9.4	i	40	1	3
O=C(O)c1c2c(nc3ccc(S(=O)(=O)N4CCC(C(=O)NCc5ccccc5Cl)CC4)cc13)CCCC2	i	3.4	1.1%	.	.	.	.	1	705	.	.	.	.	.	i	10	.	.
COCCNCC(=O)Nc1ccccc1Sc1ccccc1	i	0.3	-0.8%	0.4	1069	i	-15	-1	703	1.1	1373	4.4	1.5	8.2	i	20	-8	-3
COc1ccc(OC)c(CC(NC(C)=O)C(=O)NC2CCN(c3cc(C)nc4ncnn34)CC2)c1 (stereo unspecified)	.	.	-0.1%	1.1	997	i	5	2	760	-0.94	1525	3.2	1.3	5.3	i	25	-16	-11
Cn1c(SCC(=O)c2ccccc2)nnc1C1CC1	i	0.7	1.5%	-0.9	1151	i	6	.	.	-0.07	1296	3.4	1.5	3.7	i	20	18	11
O=C(Cc1ccccc1)NCCc1cn2ccsc2n1	i	1.8	-0.1%	0.5	1110	i	14	.	.	0.8	1005	5.9	2.3	7.7	i	27	5	11
CCn1ccnc1CN(C)C(=O)c1ccc2nc(Cc3ccc(OC)cc3)oc2c1	i	1.1	-0.8%	.	.	.	.	31	767	.	.	.	.	.	i	67	.	.
COC(=O)[C@H](CC(C)C)NC(=O)Nc1cccc(Br)c1	i	0.4	-0.2%	-0.4	971	i	-1	-7	449	.	.	1.0	3.8	10	i	62	-11	-11
Cc1ccc(S(=O)(=O)CC(C)N2CCOCC2)c(S(=O)(=O)CC(C)N2CCOCC2)c1 (stereo unspecified)	i	1.6	-0.8%	-3.7	966	i	-6	.	.	0.48	1106	1.4	2.3	12	i	10	-1	-1
NC(N)=NS(=O)(=O)c1ccc(NC(=S)NC(=O)/C=C/c2cccs2)cc1	i	0.3	-0.1%	1.9	1041	i	1	-7	674	-0.15	1281	5.7	2.3	8.2	i	31	7	10
CC(/C=N/NC(=O)c1nnn(-c2nonc2N)c1CN1CCCCC1)=C\c1ccccc1	i	0.5	1.2%	.	.	.	.	-13	701	.	.	.	.	.	i	10	.	.

4 entries picked at random from those above:
SMILES	Myeloid diff MLP	Myeloid diff MLP GFP+ MAC1+ %	West Nile virus CPE	b-catenin transl	b-catenin transl cell count 5 µM	Autophagy HCS	Autophagy HCS cell loss 18 h	Hep lipid drop	Hep lipid drop cells 6.5 µM	Insulin prom up	Insulin prom up cell count	MT stabilizer	MT stabilizer Hoechst-high %	MT stabilizer cytotoxicity %	T cell HTS	T cell HTS vesicle-bound %	WT yeast gro inh	WT yeast gro inh mutant strain
CC1(N(O)/C=C2\C=CC=CC2=O)CCCCC1=O (stereo unspecified)	i	0.4	-0.1%	0.8	1315	.	.	1	726	0.12	1372	.	.	.	i	32	.	.
CC(C)C(=O)N1CCN(c2ccccc2NC(=O)c2ccco2)CC1	i	0.8	-0.4%	.	.	.	.	-6	806	.	.	.	.	.	i	22	.	.
O=C(O)c1c2c(nc3ccc(S(=O)(=O)N4CCC(C(=O)NCc5ccccc5Cl)CC4)cc13)CCCC2	i	3.4	1.1%	.	.	.	.	1	705	.	.	.	.	.	i	10	.	.
O=C(Cc1ccccc1)NCCc1cn2ccsc2n1	i	1.8	-0.1%	0.5	1110	i	14	.	.	0.8	1005	5.9	2.3	7.7	i	27	5	11

(list continues)
SMILES	Myeloid diff MLP	Myeloid diff MLP GFP+ MAC1+ %	West Nile virus CPE	b-catenin transl	b-catenin transl cell count 5 µM	Autophagy HCS	Autophagy HCS cell loss 18 h	Hep lipid drop	Hep lipid drop cells 6.5 µM	Insulin prom up	Insulin prom up cell count	MT stabilizer	MT stabilizer Hoechst-high %	MT stabilizer cytotoxicity %	T cell HTS	T cell HTS vesicle-bound %	WT yeast gro inh	WT yeast gro inh mutant strain
CCN1C(=O)/C(=C/C=C2\C=CN(CC)c3ccccc32)SC1=S	i	2.3	2.6%	1.8	1089	i	30	36	655	-0.56	1460	7.5	3.8	5.6	i	17	14	29
CC(C)(C)c1ccc(CSc2nnc(-c3ccccc3NC(=O)c3ccccc3)o2)cc1	i	0.9	-1.0%	0.2	500	i	1	2	644	0.11	1347	5.2	2.7	7.3	i	31	-19	-19
COCc1cc(N2CCN(c3ccccc3F)CC2)nc(-c2ccccc2)n1	i	0.1	-0.6%	-0.6	1115	i	6	7	686	0.22	1036	3.6	1.3	6.6	i	17	8	-19
CCn1c2ccccc2c2cc(NC(=O)CNCC3CCCO3)ccc21 (stereo unspecified)	i	0.2	-0.2%	-0.9	1080	i	5	3	707	-0.67	1186	0.6	1.5	5.5	i	40	8	5
O=C(N/N=C/C=C/c1ccccc1)C1CC1(c1ccccc1)c1ccccc1 (stereo unspecified)	i	3.3	-0.4%	.	.	i	5	4	815	.	.	3.3	2.0	12	i	25	17	-4
C[C@@H]1NC(=O)[C@H](CCC(N)=O)NC(=O)c2cc([N+](=O)[O-])cc(I)c2NCCC[C@@H](C(N)=O)NC1=O	i	1.0	0.2%	1.0	414	i	0	-2	728	-0.26	796	5.3	1.3	4.4	i	13	15	-2
CCOc1ccc(NC(=O)CCCCCN2C(=O)[C@@H]3Cc4ccccc4CN3C2=O)cc1	i	2.2	-0.6%	.	.	.	.	12	676	.	.	.	.	.	i	7	.	.
Cc1ccc(C(C(=O)NCc2ccco2)N(CCc2ccccc2)C(=O)Cn2nnc3ccccc32)o1 (stereo unspecified)	i	0.4	1.7%	-1.7	1137	i	22	.	.	0.5	1315	2.7	1.5	6.0	.	.	12	-4
Cc1cc(NCc2ccccc2)nc2ccccc12	i	1.0	-0.6%	-3.0	549	i	21	-10	704	.	.	4.6	2.4	0.8	i	29	16	15
